# NALP1 inh – inhibitors of NALP1 inflammasome in yeast; S. cerevisiae NALP1/ASC/caspase-1 growth, X-gal OD620, 72 h; inhibition, % at 10 µM; 0.61% of 280,000 active; AID 2071; in the data active means inhibition mostly above about 24%, no sharp cut-off; inactive means mostly below about 32%; further: some compounds called inactive have numbers as strong as hits
# NS3 helicase inh – inhibitors of Hepatitis C virus NS3 helicase; NS3 helicase DNA unwinding, Cy5 molecular beacon fluorescence; AID 1800; inhibition, % at 10.9 µM; 0.56% of 290,000 active;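 active means inhibition above the mean of all tested compounds plus 3 SD, set per campaign, cut at about 35% in these data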;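 further: 0% = DMSO wells and 100% = thioflavine S control wells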
#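 System: NS3 helicase fragment of HCV / Schedule: 1 h at 25 °C / Control set: DMSO alone as 0% and 110 µM thioflavine S as 100% / Reagent: Cy5/quencher beacon DNA duplex and ATP to start / Technique: Cy5 fluorescence / Replication: singlicate / Evaluation: % inhibition of end-to-start signal ratio versus controls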
# VIM-2 inh – inhibitors of Pseudomonas aeruginosa VIM-2 metallo-beta-lactamase; purified VIM-2, nitrocefin hydrolysis, epi-absorbance fluorescence; inhibition, % at 5.6 µM; 0.89% of 290,000 active; AID 1527;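 active means inhibition above the mean of all tested compounds plus 3 SD, cutoff set per screening run, cut at about 7.5% in these data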;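 further: red hydrolysis product quenches plate fluorescence so inhibitors raise well fluorescence; 0% = enzyme with DMSO and 100% = DMSO without enzyme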
# IMP-1 inhibitor – blocks Pseudomonas aeruginosa IMP-1 metallo-beta-lactamase. purified IMP-1, nitrocefin hydrolysis, epi-absorbance fluorescence. inhibition, % at 5.6 µM. 0.45% of 290,000 active;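 active means inhibition above the mean plus 3 SD of all compounds in the same screening run, cut at about 4.5% in these data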;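 further: 0% = IMP-1 with DMSO and 100% = DMSO wells lacking enzyme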
#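 System – purified recombinant IMP-1 beta-lactamase · Input – IMP-1 dispensed at 0.2 nM · Timing – 15 min preincubation plus 25 min reaction at 25 °C · Signal – Epi-absorbance fluorescence, 480 nm excitation, 530 nm emission · Measure – percent IMP-1 inhibition derived from blank-referenced optical density · Controls – Enzyme-plus-DMSO low control, enzyme-free DMSO high control · Replication – singlicate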
# DNA FID counter – counter-screen for HCV NS3 helicase inhibitors: DNA intercalator displacement; DNA fluorescent intercalator displacement, fluorescence; inhibition, % at 7.9 µM; 0.17% of 290,000 active; AID 1845; in the data active means inhibition above about 37%;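 further: 0% = vehicle and 100% = reference compound; higher means more ethidium bromide displaced from hairpin DNA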
# MEKK2 WT-MEK5 – raises or lowers MEK5 binding to wildtype human MEKK2 PB1 domain | Q9Y2U5 | bead flow cytometry, Alexa488-MEK5 binding to MEKK2 WT; actives lie on both sides | binding response (% of control), % at 10 µM | 1.1% of 290,000 active; in the data active means binding response below about 67% or above about 130%
# SUMO HTRF inh – inhibitors of human SUMOylation (UBC9). P63279. HTRF SUMOylation assay, SAE1/SAE2 + UBC9, in vitro. inhibition, % at 35 µM. 0.36% of 290,000 active. AID 2006; in the data active means inhibition above about 50%, passing the limit was not always enough; further: strong numbers were not always called active
# Target sequence (P63279 whole entry, looked up): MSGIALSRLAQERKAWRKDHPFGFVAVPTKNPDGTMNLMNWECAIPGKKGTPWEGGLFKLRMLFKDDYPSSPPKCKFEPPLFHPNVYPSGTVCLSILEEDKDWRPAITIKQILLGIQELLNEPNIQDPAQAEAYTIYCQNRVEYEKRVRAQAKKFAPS
# M18AAP inhibitor – blocks P. falciparum M18 aspartyl aminopeptidase | inhibition, % at 7.35 µM | AID 1822 | 1.2% of 290,000 active | recombinant PfM18AAP, H-Glu-NHMec fluorogenic cleavage;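 active means inhibition above the campaign mean inhibition over all tested compounds plus 3 SD, cut at about 28% in these data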;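 further: 0% = plate median of test compound wells and 100% = 2 mM ZnCl2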
# MEKK2 mut-MEK5 – signal of MEK5 binding to mutant human MEKK2 PB1 domain; bead flow cytometry, Alexa488-MEK5 binding to MEKK2 mutant; AID 1530; percent response, % at 10 µM; 0.35% of 290,000 active; in the data active means percent response above about 24%, passing the limit was not always enough; further: inactives centre near 1; some results filed as inactive read as strong as hits
# * = called active by the depositor; / = no result given.
# Values run as follows: NALP1 inh	NS3 helicase inh	VIM-2 inh	IMP-1 inhibitor	DNA FID counter	MEKK2 WT-MEK5	SUMO HTRF inh	M18AAP inhibitor	MEKK2 mut-MEK5
1. CCc1cc2c(C)ccc(C)c2nc1SCC(=O)Nc1cc(C)on1
→ 12	10	-1.3	-1.2	-6	96	-9	-3	-2
2. CCn1c(SCC(=O)c2ccc(CNC(C)=O)o2)nnc1-c1cccs1
→ 13	7	-0.7	-4.4	-6	93	-13	3	0
3. Cc1cc(C)nc(SC2c3cccc4cccc(c34)C2NS(=O)(=O)c2ccccc2)n1 (stereo not drawn)
→ 27	-14	-3.3	-3.4	-23	93	-12	-10	-2
4. CCOc1cc(S(=O)(=O)N(CC)CC)ccc1Cl
→ 4	-8	0.2	-1.2	-8	92	-18	0	-5
5. CCN(c1ccccc1)S(=O)(=O)c1ccc(Cl)c(NC(=O)COC(=O)c2ccc[nH]c2=O)c1
→ 20	12	-1.9	-3.6	-28	96	4	-2	1
6. COCCNC(=O)Cn1nc(C(F)(F)F)cc1C
→ 40	12	1.1	-1.2	5	81	34	8	-11
7. O=C(OCC(=O)N1CCCCCC1)c1n[nH]c(=O)c2ccccc12
→ -2	-3	-2.1	0.0	-6	99	7	2	0
8. CCOc1ccc2nc(NC(=O)Cn3cnc4c3c(=O)n(C)c(=O)n4C)sc2c1
→ 10	3	-0.5	-2.2	0	107	11	-7	8
9. COC(=O)c1ccc(Nc2ncnc3c2cnn3-c2cccc(C)c2)cc1
→ 29	4	0.1	-0.6	-3	101	13	1	-1
10. CCCC(=O)NC(Nc1ccc(S(=O)(=O)Nc2cc(C)on2)cc1)(C(F)(F)F)C(F)(F)F
→ /	2	-4.4	-4.3	2	99	/	10	-3
11. C=CCc1cc(/C=N/NC(=O)CSc2nnc(CCCc3ccc(OC)cc3)o2)cc(OC)c1O
→ 4	-6	-2.6	-3.7	-10	105	5	5	2
12. Cc1ccccc1NS(=O)(=O)c1ccc(OCCNS(C)(=O)=O)cc1
→ 16	-5	2.7	-2.4	0	103	21	-14	-2
13. Cc1ccc(-n2c(CNc3ccc(F)cc3)nnc2SCC(N)=O)cc1
→ -4	8	-1.3	-1.9	-17	100	19	2	0
14. COCC(=O)Nc1sc2c(c1C(=O)OC)C(C(=O)OC)CC2 (stereo not drawn)
→ -5	5	-3.5	-1.2	-17	103	2	0	2
15. COc1ccccc1Oc1ccc2c(c1)C(=O)N(c1ccc(O)cc1)C2=O
→ 28*	2	-0.4	-3.0	-1	108	18	23	7

# In a second layout: results already given
item	molecule	NALP1 inh	NS3 helicase inh	VIM-2 inh	IMP-1 inhibitor	DNA FID counter	MEKK2 WT-MEK5	SUMO HTRF inh	M18AAP inhibitor	MEKK2 mut-MEK5
6	COCCNC(=O)Cn1nc(C(F)(F)F)cc1C	40	12	1.1	-1.2	5	81	34	8	-11
7	O=C(OCC(=O)N1CCCCCC1)c1n[nH]c(=O)c2ccccc12	-2	-3	-2.1	0.0	-6	99	7	2	0
8	CCOc1ccc2nc(NC(=O)Cn3cnc4c3c(=O)n(C)c(=O)n4C)sc2c1	10	3	-0.5	-2.2	0	107	11	-7	8
9	COC(=O)c1ccc(Nc2ncnc3c2cnn3-c2cccc(C)c2)cc1	29	4	0.1	-0.6	-3	101	13	1	-1
10	CCCC(=O)NC(Nc1ccc(S(=O)(=O)Nc2cc(C)on2)cc1)(C(F)(F)F)C(F)(F)F	/	2	-4.4	-4.3	2	99	/	10	-3
11	C=CCc1cc(/C=N/NC(=O)CSc2nnc(CCCc3ccc(OC)cc3)o2)cc(OC)c1O	4	-6	-2.6	-3.7	-10	105	5	5	2
12	Cc1ccccc1NS(=O)(=O)c1ccc(OCCNS(C)(=O)=O)cc1	16	-5	2.7	-2.4	0	103	21	-14	-2
13	Cc1ccc(-n2c(CNc3ccc(F)cc3)nnc2SCC(N)=O)cc1	-4	8	-1.3	-1.9	-17	100	19	2	0
14	COCC(=O)Nc1sc2c(c1C(=O)OC)C(C(=O)OC)CC2 (stereo not drawn)	-5	5	-3.5	-1.2	-17	103	2	0	2
15	COc1ccccc1Oc1ccc2c(c1)C(=O)N(c1ccc(O)cc1)C2=O	28*	2	-0.4	-3.0	-1	108	18	23	7

# (cont.)
# Values run as follows: NALP1 inh	NS3 helicase inh	VIM-2 inh	IMP-1 inhibitor	DNA FID counter	MEKK2 WT-MEK5	SUMO HTRF inh	M18AAP inhibitor	MEKK2 mut-MEK5
16. Cc1cc(NC(=O)Cn2cc([N+](=O)[O-])cn2)no1
→ 17	1	-2.5	-3.3	2	96	11	1	-2
17. CCSc1nc2cc(C(=O)OC)ccc2c(=O)n1CC
→ 5	-5	0.2	-1.4	-4	95	6	-1	0
18. CC(C)c1nc(C#N)c(NCCCn2ccnc2)o1
→ 0	-5	2.7	-3.7	1	96	17	-2	1
19. O=C(Nc1ccccc1)Nc1ccccc1Br
→ 9	7	-1.5	-1.9	4	102	7	-7	-1
20. CCOC(=O)C1=NN(C(=O)Nc2ccc(OC)cc2)C2C(=O)N(c3cccc(C(F)(F)F)c3)C(=O)C12 (stereo not drawn)
→ 27	8	-4.2	-3.3	-17	101	3	4	4
21. O=C(CSc1nnnn1C1CCCC1)NCc1ccc2c(c1)OCO2
→ 41	-1	-1.2	-2.5	-7	100	-14	1	0
22. COC(=O)CC1C(=O)NCCN1C(=S)Nc1ccc(F)cc1 (stereo not drawn)
→ -10	1	-1.4	-3.8	-2	95	8	4	-3
23. Cc1ccc(C(=O)OCC(=O)c2c[nH]c3ccccc23)cc1NC(=O)c1ccco1
→ -12	-2	-0.3	-0.1	-8	100	8	-4	0
24. CN1CCN(C=Nc2nc3ccccc3nc2N2CCCC2)CC1
→ 28	-17	-0.6	-2.6	-3	104	22	5	5
25. Nc1ccc2oc(=O)c3ccccc3c2c1
→ -8	-1	7.5	-3.6	3	/	13	1	/
26. CCOc1ccc(-n2c(SCC(=O)Nc3cc(C)on3)nnc2-c2c[nH]c3ccccc23)cc1
→ -3	-8	-1.5	-1.7	-7	101	20	8	4
27. Cc1cc([N+](=O)[O-])cc2ncccc12
→ -4	2	-2.4	-2.5	-1	/	4	0	/
28. CCCC(=O)N1CCN(c2ccc(NC(=O)c3ccc([N+](=O)[O-])o3)cc2)CC1
→ -6	-1	0.6	-0.9	-4	77	11	3	-17
29. COc1ccc(-c2csc3ncnc(N4CCN(c5cccc(OC)c5)CC4)c23)cc1
→ 18	-6	-0.5	0.2	-4	97	12	-5	-5
30. COc1ccc(-c2nc(CS(=O)CC(=O)NCc3ccc(F)cc3)c(C)o2)cc1 (stereo not drawn)
→ 12	2	-2.0	1.6	-38	108	12	-11	2
31. O=C(O)c1ccc(CNS(=O)(=O)c2ccc3ccccc3c2)cc1
→ 16	22	0.3	-0.5	-16	105	8	1	-2
32. CC(=O)NC(Cc1c[nH]c2ccccc12)C(=O)N1CCc2ccccc2C1 (stereo not drawn)
→ 5	3	-1.4	-3.2	-9	103	3	2	1
33. Cc1ccc(NC(=O)CO/N=C/c2ccccc2C)c(C)c1
→ 9	1	-2.4	-4.0	-6	94	-15	2	-1
34. Fc1ccc(Nc2ccc(-c3ccc(F)cc3)nn2)cc1
→ 9	-2	-0.2	-3.1	-1	91	-2	-2	-5
35. CCN(CC)C(=O)COc1coc(CN2CCN(c3ccccc3F)CC2)cc1=O
→ 6	3	-2.3	-3.4	-25	101	6	4	0
36. Cc1cc(C)cc(Oc2nn[nH]n2)c1
→ -9	7	2.9	-2.4	-1	104	-1	23	5
37. CCOc1ncccc1C(=O)NNC(=O)c1cccc(S(=O)(=O)Nc2ccc(OC)cc2)c1
→ 0	-4	-5.5	-4.1	-21	101	-4	1	6
38. CC(=O)c1nn(-c2ccc(C(F)(F)F)cc2)c(=O)[nH]c1=O
→ 24	-6	0.0	0.3	-7	95	23	-15	-2
39. CCOc1ccc(NC(=O)CN2CCN(CC(=O)Nc3ccc(OC)cc3OC)CC2)cc1
→ 19	-4	1.6	-0.8	-16	103	8	-15	3
40. Cc1occc1-c1n[nH]c(=S)n1-c1ccccc1
→ 11	6	8.7*	-5.3	0	95	12	17	-4
41. CCN(CC(O)COc1ccc(OCC(O)CN(CC)C2CCCCC2)cc1)C1CCCCC1 (stereo not drawn)
→ /	1	-4.1	-4.2	14	107	/	-11	3
42. O=c1[nH]c(C2CCN(S(=O)(=O)c3ccccc3)CC2)nc2c1nnn2Cc1ccccc1
→ -5	-17	-1.2	-2.7	-26	97	-2	-7	8
43. Cn1c(=O)[nH]c(=O)c2c1nc(N1CCNCC1)n2Cc1ccccc1
→ 16	-3	-1.3	-2.0	-5	110	11	-5	8
44. CCn1ccc(C(=O)Oc2ccc(Cl)cc2)n1
→ 5	-8	-2.6	-1.6	0	103	19	0	3
45. Cc1ccc2c(C)c(C(=O)N3CCCC(C(N)=O)C3)oc2c1C (stereo not drawn)
→ -15	4	1.1	1.0	-20	98	13	-1	1
46. COc1ccc(C(=O)N(Cc2ccco2)Cc2cccs2)c(O)c1
→ -5	-4	-1.3	-3.6	-28	100	-18	-2	-1
47. O=C(COC(=O)c1ccccc1NS(=O)(=O)c1ccc(Cl)cc1)NCc1ccccc1
→ 25	17	-5.2	-1.9	-12	102	-5	0	4
48. O=C(NC(c1ccccc1)c1cc(Cl)c2cccnc2c1O)c1cccnc1 (stereo not drawn)
→ -1	-10	-4.3	-3.3	-4	102	1	0	0
49. O=C(Nc1ccccc1OC(F)F)c1ccc(S(=O)(=O)N2CCOCC2)cc1
→ -1	4	-1.2	-1.9	-8	101	2	-2	2
50. CCc1ccc(Nc2cc(=O)n(C3CCCCC3)c(=O)[nH]2)cc1
→ -2	-1	-1.9	-1.9	-8	99	-12	8	1
51. Cc1cc(C)c(C)c(S(=O)(=O)NCC(=O)Nc2sc3c(c2C(N)=O)CCCC3)c1C
→ 33	-5	-4.0	-5.0	-7	99	0	8	-1
52. CCC1(c2ccccc2)NC(=O)N(CC#N)C1=O (stereo not drawn)
→ 9	6	0.7	-1.9	5	72	6	-5	-10
53. Cc1cccc(C2N(c3ccc(F)cc3)C(=O)C3CCCN32)c1 (stereo not drawn)
→ /	12	0.8	-0.7	0	93	/	2	-5
54. COc1ccc(C(=O)NCc2nnc(SCC(=O)NC3=NCCS3)n2C)cc1
→ 15	7	-1.9	-2.1	-8	90	10	-2	-28
55. CCCNC(=S)N1CCC(NC(=O)c2ccc(C)cc2)CC1
→ -8	-2	-1.7	-1.7	-10	107	8	0	11
56. Cc1cc(=O)n2c(nc3ccccc32)[nH]1
→ 8	-4	-0.5	-3.8	1	104	-24	7	3
57. COc1ccccc1NC(=O)c1cc(-c2cc(OC)c(OC)c(OC)c2)nc2ccccc12
→ 11	8	-3.0	-1.5	-43	91	-6	3	-3
58. CC(=O)N1CCN(c2ccc(NCc3cccc4ccccc34)cc2)CC1
→ 7	-1	-0.3	-31	-26	104	0	-12	2
59. CCN1CCN(C(c2ccccc2)c2nnnn2Cc2ccccc2)CC1 (stereo not drawn)
→ 13	-2	-0.7	-2.8	9	139*	-31	-15	9
60. O=c1nc(NCc2ccccc2Cl)cn[nH]1
→ -1	-10	-2.6	-2.4	-1	104	-2	-4	-1

# Screens as filed in PubChem.
